NOD2 RIPK2 PPI: inhibitors of human NOD2-RIPK2 interaction. O43353. CHO BLA complementation NOD2-RIPK2, CCF4 ratio. inhibition, % at 4.98 µM. hit rate 0.38% among 360,000; in the data active = inhibition above about 21%;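 note: 0% = vehicle only and 100% = reference blocker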
SRC3 inh: human NCOA3 inhibition; Q9Y6Q9; HEK293 GAL4-SRC3 luciferase reporter, luminescence; inhibition, % at 3.6 µM; hit rate 0.17% among 360,000;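 active = inhibition above a per-campaign cutoff, the mean of all compounds plus 3 SD, cut at about 60% in these data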;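 note: 0% = DMSO-treated cells and 100% = gossypol-treated cells at 36 µM; higher means less SRC3-driven luciferase light from the GAL4 reporter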
NR2F2 inh: NR2F2 (human) inhibition, primary screen; inhibition, % at 8.6 µM; HEK293T NGFI-A luciferase reporter, luminescence; AID 686940; hit rate 0.7% among 370,000;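 active = inhibition above a per-plate cutoff, mean inhibition of test wells between control levels plus 3 SD, cut at about 38% in these data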;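 note: cells cotransfected with COUP-TFII expression vector driving the NGFI-A reporter; 0% = median of COUP-TF2 test wells and 100% = reporter-only cells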
TLR9-MyD88 inh: inhibitors of human TLR9-MyD88 binding. hit rate 0.21% among 340,000. AID 504734. CHO BLA complementation TLR9-MyD88, CCF4 FRET ratio. inhibition, % at 4.98 µM. Q9NR96+Q99836;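 active = inhibition above the mean over all tested compounds plus 3 SD, cut at about 21% in these data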;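 note: 0% = DMSO only wells and 100% = clavulanate BLA inhibitor control wells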
TWEAK-Fn14 inh: blocks TWEAK-Fn14 interaction in a reporter cell assay; TWEAK-stimulated Fn14 reporter cells, luciferase luminescence, 8 h; hit rate 2% among 360,000; inhibition, % at 10 µM; in the data active = inhibition above about 50%
SRC1 inh: inhibitors of human steroid receptor coactivator 1 (SRC1); HEK293 GAL4-SRC1 luciferase reporter, luminescence; inhibition, % at 3.6 µM; hit rate 0.12% among 360,000; AID 588354;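 active = inhibition above the campaign mean plus 3 SD, with each screening campaign given its own cutoff, cut at about 60% in these data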;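 note: 0% = DMSO treated cells and 100% = gossypol at 36 µM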
LMP1 NFkB inh: inhibitors of Epstein-Barr LMP1-induced NF-kappaB reporter; LMP1-induced NF-kappaB luciferase reporter cells, luminescence; inhibition, % at 12.5 µM; hit rate 0.69% among 350,000; AID 504558; in the data active = inhibition above about 41%;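 note: 0% = neutral control wells and 100% = reference inhibitor control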
SRC2 inh: human SRC2 (NCOA2) inhibition. hit rate 0.17% among 370,000. HEK293 GAL4-SRC2 luciferase reporter, luminescence. inhibition, % at 9 µM. Q15596;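 active = inhibition above the mean inhibition of all tested compounds plus 3 SD, set per campaign, cut at about 52% in these data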;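 note: 0% = DMSO treated cells and 100% = cells given Gossypol at 36 µM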
Target sequence (Q15596 whole entry, looked up, the tested form may be a part): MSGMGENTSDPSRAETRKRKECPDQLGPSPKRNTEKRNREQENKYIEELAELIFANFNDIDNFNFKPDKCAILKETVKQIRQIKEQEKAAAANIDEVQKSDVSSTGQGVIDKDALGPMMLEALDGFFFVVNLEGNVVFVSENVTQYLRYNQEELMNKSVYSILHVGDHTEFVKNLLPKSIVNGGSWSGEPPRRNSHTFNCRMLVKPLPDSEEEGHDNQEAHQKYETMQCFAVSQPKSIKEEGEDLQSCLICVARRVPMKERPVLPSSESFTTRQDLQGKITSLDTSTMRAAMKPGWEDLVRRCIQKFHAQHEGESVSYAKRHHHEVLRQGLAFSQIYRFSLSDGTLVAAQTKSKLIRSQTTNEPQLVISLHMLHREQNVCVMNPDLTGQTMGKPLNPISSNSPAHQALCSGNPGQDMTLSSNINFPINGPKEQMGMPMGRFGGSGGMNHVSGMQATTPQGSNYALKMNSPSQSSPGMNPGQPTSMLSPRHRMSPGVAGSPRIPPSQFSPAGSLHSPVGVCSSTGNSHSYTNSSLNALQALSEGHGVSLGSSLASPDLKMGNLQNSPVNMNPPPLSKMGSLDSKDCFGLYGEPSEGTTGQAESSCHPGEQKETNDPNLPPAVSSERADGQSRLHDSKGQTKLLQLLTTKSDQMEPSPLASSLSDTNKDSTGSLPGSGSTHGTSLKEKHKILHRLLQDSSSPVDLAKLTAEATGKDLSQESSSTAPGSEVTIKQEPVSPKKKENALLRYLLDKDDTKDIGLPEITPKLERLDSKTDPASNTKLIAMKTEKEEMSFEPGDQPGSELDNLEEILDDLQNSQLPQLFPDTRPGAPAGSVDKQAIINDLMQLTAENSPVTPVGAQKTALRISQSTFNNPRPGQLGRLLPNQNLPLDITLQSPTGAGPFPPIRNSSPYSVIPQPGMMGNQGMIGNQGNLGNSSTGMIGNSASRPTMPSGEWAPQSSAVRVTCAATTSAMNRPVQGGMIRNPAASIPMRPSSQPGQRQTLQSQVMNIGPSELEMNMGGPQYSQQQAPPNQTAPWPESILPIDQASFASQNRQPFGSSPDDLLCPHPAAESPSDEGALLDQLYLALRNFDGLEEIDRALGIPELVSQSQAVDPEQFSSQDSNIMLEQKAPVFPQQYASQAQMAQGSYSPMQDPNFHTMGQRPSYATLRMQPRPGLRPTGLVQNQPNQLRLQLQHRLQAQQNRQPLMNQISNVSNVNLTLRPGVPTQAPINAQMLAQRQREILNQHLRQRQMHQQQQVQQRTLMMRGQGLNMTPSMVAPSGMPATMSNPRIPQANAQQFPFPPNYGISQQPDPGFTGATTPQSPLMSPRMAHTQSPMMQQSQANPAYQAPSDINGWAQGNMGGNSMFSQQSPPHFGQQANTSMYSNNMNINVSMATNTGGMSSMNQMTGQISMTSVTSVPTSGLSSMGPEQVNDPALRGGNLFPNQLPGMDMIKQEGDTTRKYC
NR5A2 inv ag: suppresses constitutive activity of human LRH-1; O00482; HEK293T StAR-luciferase reporter, LRH-1 transfected, 24 h; inhibition, % at 3.6 µM; hit rate 0.13% among 360,000; AID 602396;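 active = inhibition above the mean inhibition of all tested compounds plus 3 SD, cut at about 73% in these data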;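 note: 0% = DMSO wells and 100% = reporter-only cells lacking LRH-1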
TROY NFkB inh: TROY signaling inhibition; Q293 LMP1-TROYcd NF-kB luciferase reporter, 4 h; inhibition, % at 10 µM; hit rate 0.98% among 360,000; AID 1347056;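 active = compounds whose plate-normalised and pattern-corrected inhibition of the luciferase reporter signal at the single screening dose is 50% or more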
TRAIL sens C8: caspase-8 TRAIL sensitization. hit rate 1% among 360,000. inhibition (viability loss, TRAIL sensitization), % at 10 µM. NB7+C8 cells + TRAIL, ATPlite viability luminescence;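 active = compounds causing at least 50% loss of cell viability in the single-dose screen, relative to plate controls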
The depositor's hits bear a star; . = no result given. This is a subset; the hit share may differ from the screen's.

SMILES	NOD2 RIPK2 PPI	SRC3 inh	NR2F2 inh	TLR9-MyD88 inh	TWEAK-Fn14 inh	SRC1 inh	LMP1 NFkB inh	SRC2 inh	NR5A2 inv ag	TROY NFkB inh	TRAIL sens C8
OCC(CBr)(CBr)CBr	-0.1	-12.4	5.8	-1.4	6.2	-5.7	1.5	-13.1	8.8	-13.6	6.4
COc1ccc(C2CC(c3cccs3)=NN2C(=O)c2ccc(Br)o2)cc1 (stereo not drawn)	-10.2	-2.2	-16.1	-4.2	-30.7	-10.5	-3.5	15.3	-6.0	-16.9	3.9
COc1ccc(NC(=O)COc2ccccc2Cc2ccccc2)cn1	-13.0	22.2	16.5	1.4	2.2	5.7	7.6	-19.1	-7.7	9.3	10.8
Cc1nc(-c2ccccc2)sc1-c1nc(-c2ccccc2)ncc1S(=O)(=O)c1ccccc1	0.0	5.3	-1.7	-0.1	1.0	7.0	-1.4	-12.1	12.4	1.6	11.2
C=CCc1ccc(OCCN2CCc3ccccc3C2)c(OC)c1	-7.9	-6.8	-11.3	-3.0	-34.0	-16.8	3.6	10.3	-4.4	6.2	6.0
C/C(CC(=O)Nc1cc(C)cc(C)c1)=N\NC(=O)c1ccccn1	2.1	-98.0	-61.5	5.2	-4.0	-116.0	5.7	-43.7	-135.6	-31.9	6.2
Cc1cc(NC(=O)C2CC2)ncc1NC(=O)C12CC3CC(CC(C3)C1)C2	6.4	-6.0	-0.6	3.3	-1.3	-5.5	-0.9	-2.6	-6.4	1.1	30.2
CN1CCCN(Cc2nc(-c3ccc(Cl)cc3)no2)CC1	4.7	5.8	14.7	-3.4	-13.6	-21.2	-18.4	-1.1	4.4	15.7	5.7
O=C(COc1cccc(Cl)c1Cl)Nc1ccc2c(c1)CCC2	-0.7	-8.5	-2.4	-5.1	-7.2	-12.9	-0.9	-3.8	28.9	-23.2	-1.8
O=C(COC(=O)Cc1ccc(-c2ccccc2)cc1)NCc1ccccc1	-1.1	-1.9	3.0	6.2	15.5	-7.8	5.3	-21.3	-10.3	-29.6	-3.5
O=C(O)CSCc1nc2scc(-c3ccccc3)c2c(=O)[nH]1	4.9	-26.1	2.7	-1.9	1.2	-29.0	-3.8	-12.2	8.3	5.2	-1.4
O=C(NCCCn1ccnc1)C(=O)NCC(c1ccco1)N1CCN(c2ccccc2)CC1 (stereo not drawn)	-7.4	13.2	3.8	2.9	14.7	-5.1	-8.5	9.9	-5.4	26.9	-6.2
Cn1c(=O)oc2cc(S(=O)(=O)NCCC(=O)N3CCN(c4ccccc4)CC3)ccc21	-13.7	18.5	-26.5	-11.7	-12.2	-4.6	7.6	6.5	-8.0	0.3	2.3
O=C(COc1ccc([N+](=O)[O-])cc1)Nc1ccc(NC(=O)c2ccccc2)cc1	-6.7	-5.2	2.5	-7.9	-13.0	-14.9	1.4	24.6	0.1	-7.0	-2.9
Cc1ccc2nc(N)nnc2c1	-4.1	-1.2	-14.2	-1.2	-6.7	-10.7	-0.9	-57.1	11.3	7.3	-13.4
O=C(CCN1C(=O)COc2ccccc21)NCc1ccco1	-9.2	12.6	1.1	7.3	3.9	-0.9	4.7	-11.2	15.8	-27.7	-15.8
Cc1ccc(N2C(=O)N(CC(=O)Nc3ccccc3C(F)(F)F)C(=O)C2C)cc1 (stereo not drawn)	-8.0	-4.8	-11.4	-0.7	-3.4	-21.2	-12.7	12.5	-17.0	-1.1	9.3
Cc1ccc(NC(=O)N2CCC(C(=O)NCCC3=CCCCC3)CC2)cc1	-2.2	1.7	3.0	10.3	-3.1	11.4	5.6	-5.8	14.6	20.1	-4.9
O=C(O)/C=C/C(=O)NCCNc1ncc(C(F)(F)F)cc1Cl	-6.8	5.3	12.2	-0.3	-6.1	6.5	-8.2	21.0	16.3	-5.8	0.5
Cc1nc(C)n(CC(C)C(=O)N2CCN(S(=O)(=O)c3ccccc3)CC2)n1 (stereo not drawn)	-7.5	-9.4	-9.5	-6.9	15.9	8.6	3.4	10.8	7.8	3.9	-12.2
CCCCn1c(N)c(N(CCOC)C(=O)c2cc(S(=O)(=O)N3CCCCC3)ccc2C)c(=O)[nH]c1=O	-4.6	-11.0	-3.1	-8.0	12.7	-6.4	-8.7	-9.5	9.3	7.5	0.9
CCc1c(C)nc2cc(-c3ccc(Cl)cc3)[nH]n2c1=O	6.4	-117.8	-47.3	-6.2	-16.2	-75.7	-46.7	-25.7	-102.6	-31.0	-0.2
COc1cccc(/C=C2\SC(=S)N(NC(=O)c3ccncc3)C2=O)c1	-1.1	-6.3	-1.5	-0.7	-0.1	-2.6	16.0	2.2	10.4	-5.2	1.7
CC[C@@]1(C(=O)OC)N[C@H](CN(C)C(C)=O)[C@@H]2C(=O)N(C)C(=O)[C@@H]21	9.7	-6.8	-15.1	3.7	6.0	-18.5	-3.8	-15.8	-3.9	-1.9	-9.6
CC(C)c1ccccc1N=C1SCCN1C1CCS(=O)(=O)C1 (stereo not drawn)	3.2	-5.3	5.4	-5.5	4.6	0.9	0.5	4.0	11.9	2.9	-14.7
Cc1ccc(C)c(N(CC(=O)NC2CCCCC2)C(=O)c2snc(C(N)=O)c2N)c1	0.9	-20.4	-8.6	5.6	6.6	-24.5	-9.3	2.2	-14.2	12.7	4.9
CCCCCC(=O)Nc1ccc(N2CCN(C(=O)c3ccccc3)CC2)cc1	-0.5	-2.1	0.2	-9.6	2.5	-6.2	-0.4	-6.0	-13.6	-4.3	17.7
O=C(c1ccc2c(=O)n3c(nc2c1)CCC3)N1CCCSC1=Nc1ccccc1	-6.0	13.1	-3.8	10.1	-16.3	-39.9	12.6	-2.1	-4.6	-10.9	11.0
O=C(Nc1c(Cl)cccc1Cl)Oc1cccc2cccnc12	-2.0	-3.9	-0.6	.	-5.5	0.1	.	4.0	16.8	35.7	6.5
C/C(CCC(C)C)=N\Nc1ccc(S(N)(=O)=O)cc1[N+](=O)[O-]	1.8	5.7	-19.5	9.7	-28.0	16.8	1.1	-11.6	-8.3	10.7	-6.2
O=C(CCc1ccc(O)c(O)c1)N/N=C/c1ccc2c(c1)OCO2	7.8	3.6	7.5	4.9	-20.2	-20.1	0.0	-4.5	-3.8	-72.7	12.2
Cc1cccc(NC(=O)CCc2ccc(N3C(N)=NC(N)=NC3(C)C)cc2)c1	-3.7	20.2	7.5	-2.6	-11.2	10.3	1.1	0.2	11.2	-5.9	79.8*
Cc1ccc(S(=O)(=O)N2CCN(C(C)C(=O)NCC(C)c3ccccc3)CC2)cc1 (stereo not drawn)	0.7	13.4	-8.4	-22.2	24.2	8.6	-6.5	8.5	13.8	-22.1	-2.9
COc1ccc(C(=O)Nc2c(C(C)(C)C)nn(C)c2C(C)(C)C)cc1	-6.2	13.2	11.8	-3.0	6.5	-14.3	1.2	-13.3	-2.5	3.9	-16.3
O=C(CN1CCCCCC1)N/N=C/c1ccc2ccccc2c1	-1.1	-98.5	-11.8	-4.7	-23.9	9.8	2.8	-22.5	-12.2	-13.3	-2.6
FC(F)(F)c1cc(-c2ccc3c(c2)OCO3)nc(NCc2ccco2)n1	-13.3	9.6	9.0	1.5	15.2	-8.7	-6.7	-13.3	-1.0	-6.5	0.2
O=C(CCS(=O)(=O)c1ccccc1)Nc1ccc2c(c1)OCO2	4.5	-29.3	-34.9	4.0	-3.9	-43.4	-4.1	-57.0	-43.2	-58.5	1.5
Cc1csc(=O)n1CC(=O)OCC(=O)NNC(=O)c1ccccc1	-12.5	14.0	3.5	-66.8	0.4	-20.6	-10.0	13.1	6.0	0.6	-19.0
Cc1ccc(-n2nnc3c(=O)n(CC(=O)NCC4CCCO4)cnc32)cc1 (stereo not drawn)	-8.2	-11.6	-3.9	-6.1	13.7	-3.3	-17.6	8.0	0.7	7.2	-4.8
CN(C)S(=O)(=O)c1ccc(=S)[nH]c1	0.0	-5.7	-1.5	-7.5	-7.8	8.6	0.3	-14.3	-5.9	-5.1	-15.6
CC1(C)CC(NC(=O)Cc2ccc(Cl)cc2)CC(C)(C)N1	5.1	-5.5	13.3	-2.5	-0.7	1.1	-13.2	2.0	-9.6	-4.5	4.5
CC(=O)Nc1cccc(Oc2nc(C(F)(F)F)nc3ccccc23)c1	-11.6	-2.7	-12.7	-15.3	-4.4	-3.3	-1.7	-39.4	-7.0	1.3	-4.0
O=C(c1ccc(OC2CCN(C/C=C/c3ccccc3)CC2)cc1)N1CCCCC1	1.9	8.0	5.7	2.1	2.5	3.4	-3.4	-0.8	6.1	-13.4	9.2
COc1ccc(Cc2nnc(SCC(=O)N3CCCCC3)o2)cc1	2.4	12.3	1.3	-9.3	4.3	-25.6	1.8	5.6	10.0	-12.6	1.2
Cn1c(NCCCN2CCOCC2)nc2c1c(=O)n(Cc1ccc(Cl)cc1Cl)c(=O)n2C	-7.4	11.5	-1.9	-11.9	14.5	1.0	2.1	14.3	-24.4	5.9	-0.8

An excerpt from further up, for reference:
SMILES	NOD2 RIPK2 PPI	SRC3 inh	NR2F2 inh	TLR9-MyD88 inh	TWEAK-Fn14 inh	SRC1 inh	LMP1 NFkB inh	SRC2 inh	NR5A2 inv ag	TROY NFkB inh	TRAIL sens C8
CC(=O)Nc1cccc(Oc2nc(C(F)(F)F)nc3ccccc23)c1	-11.6	-2.7	-12.7	-15.3	-4.4	-3.3	-1.7	-39.4	-7.0	1.3	-4.0
O=C(c1ccc(OC2CCN(C/C=C/c3ccccc3)CC2)cc1)N1CCCCC1	1.9	8.0	5.7	2.1	2.5	3.4	-3.4	-0.8	6.1	-13.4	9.2
COc1ccc(Cc2nnc(SCC(=O)N3CCCCC3)o2)cc1	2.4	12.3	1.3	-9.3	4.3	-25.6	1.8	5.6	10.0	-12.6	1.2

Following part
SMILES	NOD2 RIPK2 PPI	SRC3 inh	NR2F2 inh	TLR9-MyD88 inh	TWEAK-Fn14 inh	SRC1 inh	LMP1 NFkB inh	SRC2 inh	NR5A2 inv ag	TROY NFkB inh	TRAIL sens C8
CCOc1ccc(C(NC(=O)/C=C/c2ccco2)c2ccc(OC)c(OC)c2)cc1 (stereo not drawn)	0.3	3.5	9.6	-14.2	11.3	-0.9	-3.3	5.2	1.0	3.6	-13.5
COc1ccc(CCNc2cc(N3CCN(C(=O)c4ccccc4F)CC3)ccc2[N+](=O)[O-])cc1OC	-6.3	28.7	18.8	-4.5	93.2*	19.4	20.9	30.6	12.1	35.0	52.5*
COc1ccc(C)cc1Nc1c2c(nc3ccccc13)CCC2	7.7	15.9	-12.6	-4.5	-0.4	5.2	14.5	-1.6	16.8	35.2	23.3
O=C(O)c1cccc(NC(=O)c2cc(S(=O)(=O)N3CCOCC3)cs2)c1	-4.4	17.4	4.6	0.6	12.2	-6.6	-2.4	-23.0	-2.5	0.9	-11.1
Cc1ccc(C(=O)N2N=C(c3ccccc3O)CC2c2ccccc2)cc1 (stereo not drawn)	-1.7	-34.4	-1.6	-0.8	1.2	3.1	3.7	-11.5	2.7	-12.6	-0.3
Cc1cc(C(=O)CSc2nnc(NCc3ccccc3)s2)c(C)n1C	-9.0	0.3	-7.9	-1.1	-7.2	5.6	15.5	-47.0	16.6	-2.7	11.6
Cc1c(C(=O)NCc2ccco2)oc2ccccc12	-14.4	-20.8	-11.4	-6.4	42.7	-4.0	-11.4	-2.0	2.4	-41.3	-3.5
Cc1cc(Cl)ccc1OCC(=O)Nn1c(C)ccc1C	-7.5	-5.6	2.3	-5.6	10.4	-6.0	2.1	-7.0	-16.4	6.4	9.8

From PubChem BioAssay
